Compound activity from PubChem BioAssay.
TrxR1 inh – rat TrxR1 inhibition; recombinant rTrxR1, NADPH fluorescence consumption, selenite substrate; 390,000 compounds, 1% hits; Potency, µM (highest dose often 114 µM), for inactives: top-dose activity change, negative = inhibition, actives largely listed as inhibitors; O89049; AID 588453; active = well fitted inhibition curve with a large enough effect; inconclusive = small, poorly fitted or top-dose-only effect; inactive = no such curve, though single readings can be large or run the other way; note: nearly all actives have a fitted effect of over 65% in size
Target sequence (O89049 whole entry, looked up): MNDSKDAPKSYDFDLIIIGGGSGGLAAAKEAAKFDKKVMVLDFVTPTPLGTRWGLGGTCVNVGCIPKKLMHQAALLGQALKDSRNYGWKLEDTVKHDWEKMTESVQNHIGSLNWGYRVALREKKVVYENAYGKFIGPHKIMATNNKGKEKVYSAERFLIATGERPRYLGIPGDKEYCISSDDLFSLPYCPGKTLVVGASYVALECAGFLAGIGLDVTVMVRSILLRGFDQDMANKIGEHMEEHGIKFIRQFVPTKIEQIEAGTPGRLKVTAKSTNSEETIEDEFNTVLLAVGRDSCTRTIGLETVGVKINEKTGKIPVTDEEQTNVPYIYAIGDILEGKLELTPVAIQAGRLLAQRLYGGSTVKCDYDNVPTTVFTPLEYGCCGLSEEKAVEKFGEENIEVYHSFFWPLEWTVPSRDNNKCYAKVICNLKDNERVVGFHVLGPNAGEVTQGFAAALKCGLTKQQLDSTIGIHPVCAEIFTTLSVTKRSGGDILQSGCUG
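Rat TrxR1 (90 nM in the dispensed reagent) was pre-reduced with 400 uM NADPH for 5 min at room temperature, then incubated with compound for 15 min. After 400 uM selenite was added, NADPH fluorescence (Ex 340/Em 450 nm) was followed for 8 min.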
Numbers without * were called inactive; ? = inconclusive; [ ] = dose if it differs, or a comment. % is set by controls: 0 for no effect and ±100 for the full control effect; potency is the fitted concentration of half-maximal effect.

CN(C)c1ccc(/C=C2\C=Cc3ccccc32)cc1[N+](=O)[O-]
- TrxR1 inh = -19%

O=S1(=O)CCOCCCN1Cc1ccc(F)cc1
- TrxR1 inh = 15%

Cc1[nH]c2ccccc2c1C(=O)CN(C)c1ccccc1
- TrxR1 inh = -18%

O=C(C[N+]1(CCc2ccccc2)CCOCC1)c1ccccc1
- TrxR1 inh = 13%

C[n+]1c(/C=C/c2ccnc3ccccc23)cc(/C=C/c2ccnc3ccccc23)c2ccccc21
- TrxR1 inh = ?

CC[N+](CC)(CC)c1ccc(/C=C/c2ccnc3ccccc23)cc1
- TrxR1 inh = -12%

CCN1C(=NCc2cccc(C(F)(F)F)c2)N[C@@H](c2cccc(C(F)(F)F)c2)C(C(=O)OC)=C1C
- TrxR1 inh = -2%

CN(C)c1ccc(/C=C2\C(Cl)=Cc3ccccc32)cc1
- TrxR1 inh = -11%

Nc1c(Cl)cc(/C=C2\C=Cc3ccccc32)cc1Cl
- TrxR1 inh = 0%

COc1cc(OC)c(OC)cc1/C=c1\[nH]c(=O)/c(=C/c2cc(OC)c(OC)cc2OC)[nH]c1=O
- TrxR1 inh = 1%

Cc1ccc2[nH]cc(C(O)c3c[nH]c4ccc(C)cc34)c2c1
- TrxR1 inh = 12%

c1ccc2c(c1)CCCN2
- TrxR1 inh = 12%

Nc1ncnc2nnsc12
- TrxR1 inh = 0%

Ic1ccc(/C=C2\C=Cc3ccccc32)cc1
- TrxR1 inh = ?

Cc1c(CCO)sc[n+]1CC(=O)c1ccccc1
- TrxR1 inh = -2%

3 entries from above, tab-delimited:
Compound	TrxR1 inh
CN(C)c1ccc(/C=C2\C(Cl)=Cc3ccccc32)cc1	-11%
Nc1c(Cl)cc(/C=C2\C=Cc3ccccc32)cc1Cl	0%
COc1cc(OC)c(OC)cc1/C=c1\[nH]c(=O)/c(=C/c2cc(OC)c(OC)cc2OC)[nH]c1=O	1%

Continued.
O=C(C[n+]1c(Cl)cc(Cl)c2ccccc21)c1ccccc1
- TrxR1 inh = 71µM*

COc1ccc2[nH]c(C)cc2c1
- TrxR1 inh = 25%

Nc1cccc[n+]1C(c1ccnc2ccccc12)[n+]1ccccc1N
- TrxR1 inh = -2%

O=C(Nc1ccc(Cl)cc1Cl)[C@@H]1CC=C[C@@H]2CCN(C3CCCCC3)C(=O)[C@@H]21
- TrxR1 inh = -21%

NC(=O)Nc1ccc(/C=C/c2ccnc3ccccc23)cc1
- TrxR1 inh = 8%

O=C(Cc1cccc2ccccc12)NO
- TrxR1 inh = 17%

O=S1(=O)CCOC[C@H](c2ccccc2)N1Cc1ccc(Cl)c(Cl)c1
- TrxR1 inh = 31%

O=C(c1cnn2c1NC(=C1CC1)C=C2C(F)F)N1CCc2ccccc21
- TrxR1 inh = 8%

O=C(C[N+]1(CC(O)c2ccccc2)CCOCC1)c1ccccc1 (stereo not given)
- TrxR1 inh = 14%

COc1cc2nc(CC(O)c3nc4cc(OC)c(OC)cc4[nH]3)[nH]c2cc1OC (stereo not given)
- TrxR1 inh = 25%

COc1cc(OC)c(/C=C/c2c3ccccc3cc[n+]2C)c(OC)c1
- TrxR1 inh = 2%

C=C1C=C(C(F)F)n2ncc(C(=O)Nc3ccc(Br)cc3C(F)(F)F)c2N1
- TrxR1 inh = 13%

Cc1ccc2c(C(=O)CNc3nc(C)c(C)s3)c(C)[nH]c2c1
- TrxR1 inh = 6%

Cc1ccc(S(=O)(=O)N2CCN(c3nc(-n4cccn4)nc4ccccc34)CC2)cc1
- TrxR1 inh = 1%

CCCOC(=O)C1=C(C)CS[C@@H]2[C@H](NC(=O)COc3ccccc3)C(=O)N12
- TrxR1 inh = -13%

CCSC(=O)N1CCN(/[N+]([O-])=N/Oc2ccc([N+](=O)[O-])cc2[N+](=O)[O-])CC1
- TrxR1 inh = 11µM*

CCOc1ccccc1NC(=O)c1nc(S(=O)(=O)Cc2ccccc2F)ncc1Cl
- TrxR1 inh = ?

CC(C)(C)n1ncc2c(=O)n(Cc3c(Cl)ccc(Cl)c3Cl)cnc21
- TrxR1 inh = 9%

COc1cc2nc(N3CCN(C)CC3)nc(NC3CCN(Cc4ccccc4)CC3)c2cc1OC
- TrxR1 inh = -9%

COc1cc(OC)c(/C=C/c2cc(/C=C/c3c(OC)cc(OC)cc3OC)[n+](C)c3ccccc23)c(OC)c1
- TrxR1 inh = -1%

Cc1ccc(NC(=O)c2cc3c([nH]c2=O)CC(c2ccccc2)CC3=O)cc1 (stereo not given)
- TrxR1 inh = -3%

CCN(CC)C(=O)N1CCN(/[N+]([O-])=N/Oc2ccc([N+](=O)[O-])cc2[N+](=O)[O-])CC1
- TrxR1 inh = 22µM*

OC(CN1C=CCc2ccccc21)c1ccc(Cl)cc1Cl (stereo not given)
- TrxR1 inh = 21%

CN(C)c1ccc(C=Nc2ccc(/C=C3\C=Cc4ccccc43)cc2)cc1
- TrxR1 inh = -36%

SCc1nc2ccccc2[nH]1
- TrxR1 inh = -18%

Nc1ccccc1/C=C/c1ccnc2ccccc12
- TrxR1 inh = 1%

CC(I)CCC(C)[n+]1cccc(I)c1 (stereo not given)
- TrxR1 inh = 4%

Nc1nc(N)c2c(Oc3ccc(F)cc3)cccc2n1
- TrxR1 inh = 3%

C/C=C/NNC(=O)Cc1ccc(OC)cc1
- TrxR1 inh = ?

Cc1ccnc2cc(Cl)c(Cl)cc12
- TrxR1 inh = 9%

Cc1ccc(OCC(=O)Nc2cc(-c3nc4cc(Cl)ccc4o3)ccc2C)c(C)c1
- TrxR1 inh = 18%

O=C(C[N+]12CCCc3cccc(c31)CCC2)c1ccc2ccccc2c1
- TrxR1 inh = -32%

Cc1ccc(NC(=O)COC(=O)c2ccccc2OCC(=O)N(C)C)cc1
- TrxR1 inh = 0%

Nc1ccc(/C=C/c2cc(Cl)nc3ccccc23)cc1
- TrxR1 inh = 6%

S=c1[nH]nc(-c2ccccc2)n1-c1ccccc1
- TrxR1 inh = -38%[0.0914 µM]

C1=Cc2ccccc2/C1=C(\Cc1ccncc1)Oc1ccncc1
- TrxR1 inh = -4%

CN(C)c1ccc(/C=C/c2ccnc3ccccc23)c(F)c1
- TrxR1 inh = -6%

Cc1ccnc2ccc([N+](=O)[O-])cc12
- TrxR1 inh = 8%

Cc1cc2nccc(C)c2cc1C
- TrxR1 inh = 12%

CC(=O)NC(Cc1c(F)c(F)c(F)c(F)c1F)C(=O)NCC(N)C(=O)c1ccccc1 (stereo not given)
- TrxR1 inh = -12%

CC(C)(C)n1ncc2c(=O)n(Cc3c(F)ccc(Cl)c3Cl)cnc21
- TrxR1 inh = 21%

CN(C)c1ccc(/C=C/c2ccnc3c(O)cccc23)cc1
- TrxR1 inh = 6%

COc1ccc2c(c1)CCC2=O
- TrxR1 inh = 2%

CC(C)(C)n1ncc2c(=O)n(Cc3ccc(OC(F)(F)F)cc3)cnc21
- TrxR1 inh = 0%

CCOC(=O)/C=C/c1ccc2c(c1)S(=O)(=O)N(C1CCCC1)[C@H]2CC(=O)OCC
- TrxR1 inh = 23%

The last four entries of the section above lead into the next:
CN(C)c1ccc(/C=C/c2ccnc3c(O)cccc23)cc1
- TrxR1 inh = 6%

COc1ccc2c(c1)CCC2=O
- TrxR1 inh = 2%

CC(C)(C)n1ncc2c(=O)n(Cc3ccc(OC(F)(F)F)cc3)cnc21
- TrxR1 inh = 0%

CCOC(=O)/C=C/c1ccc2c(c1)S(=O)(=O)N(C1CCCC1)[C@H]2CC(=O)OCC
- TrxR1 inh = 23%

CCOC(=O)c1ccc(N(C(=O)c2ccccc2)c2ccccc2)cc1
- TrxR1 inh = -3%

CCC[C@H]1COCCS(=O)(=O)N1Cc1ccc(F)cc1
- TrxR1 inh = 1%

O=C1C[C@H]2C=CCc3cccc(c32)CN1Cc1ccc(F)cc1
- TrxR1 inh = -1%

COc1cc2cncnc2cc1OCCCCC(N)=O
- TrxR1 inh = 10%

Cc1ccccc1NC(=O)COC(=O)c1ccccc1OCC(=O)Nc1ccc(Br)cc1
- TrxR1 inh = 3%

CN(C)c1ccc(C=Nc2cnc3ccccc3c2)cc1
- TrxR1 inh = 40%[0.0914 µM]

O=S1(=O)CCO[C@H]2CCCC[C@@H]2N1Cc1ccccc1
- TrxR1 inh = 15%

Cn1c(SCc2ccc(Cl)cc2)nnc1-c1ccc(NC(=O)CCc2ccccc2)cc1
- TrxR1 inh = 12%

CNc1ccc(/C=C2\C=Cc3ccccc32)cc1Br
- TrxR1 inh = -2%

Cc1[nH]c2ccccc2c1C(c1c(C)[nH]c2ccccc12)c1c(C)[nH]c2ccccc12
- TrxR1 inh = -19%

CS(=O)(=O)N1CCN(/[N+]([O-])=N/Oc2ccc([N+](=O)[O-])cc2[N+](=O)[O-])CC1
- TrxR1 inh = 8.9µM*

Nc1ccc(/C=C/c2ccnc3ccccc23)c(N)c1
- TrxR1 inh = ?

CCOC(=O)c1sc(N2C(=O)c3oc4ccc(F)cc4c(=O)c3C2c2ccc(C)cc2)nc1C (stereo not given)
- TrxR1 inh = 11%

Cc1ccc2c(C(=O)CNc3nccs3)c[nH]c2c1
- TrxR1 inh = 1%

Cc1ccnc2c(Cl)c(Cl)ccc12
- TrxR1 inh = 5%

Structures shown so far with a nitro group on carbon, in the order listed:
CN(C)c1ccc(/C=C2\C=Cc3ccccc32)cc1[N+](=O)[O-]
- TrxR1 inh = -19%

CCSC(=O)N1CCN(/[N+]([O-])=N/Oc2ccc([N+](=O)[O-])cc2[N+](=O)[O-])CC1
- TrxR1 inh = 11µM*

CCN(CC)C(=O)N1CCN(/[N+]([O-])=N/Oc2ccc([N+](=O)[O-])cc2[N+](=O)[O-])CC1
- TrxR1 inh = 22µM*

Cc1ccnc2ccc([N+](=O)[O-])cc12
- TrxR1 inh = 8%

CS(=O)(=O)N1CCN(/[N+]([O-])=N/Oc2ccc([N+](=O)[O-])cc2[N+](=O)[O-])CC1
- TrxR1 inh = 8.9µM*

Additional structures follow:
CCCCCCCCCCCCCCCCCCN(CCCCCCCCCCCCCCCCCC)c1ccccc1
- TrxR1 inh = 22%

C(=C\c1ccnc2ccccc12)/c1ccc(N2CCNCC2)cc1
- TrxR1 inh = ?

CNc1ccc(C=O)cc1Br
- TrxR1 inh = 2%

CC1=Nc2ccccc2/C1=C/c1ccc(N(C)C)cc1
- TrxR1 inh = 16%

Cc1cc2c(cc1C)N[C@]1(C[C@H]3CCCC(=O)N4CC[C@@H](C1)[C@@H]34)C(=NC1CCCCC1)N2
- TrxR1 inh = 3%

Cc1cc[n+](CCC2CCCCC2)c2ccccc12
- TrxR1 inh = 22%

CC(C)c1cccc(NC(=O)COC(=O)c2ccccc2OCc2cccc(Br)c2)c1
- TrxR1 inh = 6%

O=C(C[n+]1ccncc1)c1ccc(Br)cc1
- TrxR1 inh = -7%

CN(C)c1ccc(C=O)c(F)c1
- TrxR1 inh = -15%

CN(C)c1ccc(/C=C/c2cc(Cl)nc3ccccc23)cc1
- TrxR1 inh = 31%

Cc1ccc2ncc(C)c(/C=C/c3ccc(N(C)C)cc3)c2c1
- TrxR1 inh = -6%

O=C(C[n+]1cccc(Br)c1)c1ccc(F)cc1
- TrxR1 inh = -1%

O=C(CC(NC(=O)c1ccccc1)c1ccccc1)OCc1nc(-c2cccc(Cl)c2)no1 (stereo not given)
- TrxR1 inh = 14%

CC(c1ccc(N(C)C)cc1)c1ccnc2ccccc12 (stereo not given)
- TrxR1 inh = 24%

C(=C\c1nc2ccccc2o1)/c1ccc2c(c1)OCO2
- TrxR1 inh = 16%[0.0914 µM]

CCn1c2ccccc2c2cc(/C=C3/C=Cc4ccccc43)ccc21
- TrxR1 inh = -8%

CN(C)c1ccc(/C=C/c2ccnc3ccc(F)cc23)cc1
- TrxR1 inh = 1%[57.1 µM]

Cc1ccnc2c(N)cccc12
- TrxR1 inh = 7%

CNc1ccc(/C=C2\C=Cc3ccccc32)cc1Cl
- TrxR1 inh = -24%

COc1cc2nc(N3CCN(C)CC3)nc(NC3CC3)c2cc1OC
- TrxR1 inh = -15%

O=C(Nc1cc(F)ccc1F)c1cnn2c1NC(=C1CC1)C=C2C(F)F
- TrxR1 inh = 17%

Cc1[nH]c2ccccc2c1/C=C/c1ccc2ccccc2n1
- TrxR1 inh = ?

Cc1ccc(CNC(=O)COC(=O)c2ccccc2OCC(=O)Nc2ccc(Br)cc2)cc1
- TrxR1 inh = 28%

COc1cccc(/C=C/c2cnc3ccccc3n2)c1OC
- TrxR1 inh = 2%

COc1cc2c(NC3CCN(C)CC3)nc(N3CCCN(C)CC3)nc2cc1OCCCCCN(C)C
- TrxR1 inh = ?

CCCCc1ccc(C(=O)COC(=O)c2ccc3nc(C)c(C)nc3c2)cc1
- TrxR1 inh = 16%

CN(Cc1ccccc1)c1ccc(/C=C/c2ccnc3ccccc23)cc1
- TrxR1 inh = 1%

Nc1nc2c(nc(Br)n2C2O[C@H]3COP(=O)(O)O[C@@H]3C2O)c(=O)[nH]1 (stereo not given in full)
- TrxR1 inh = ?

CCNc1ccc(/C=C2\C=Cc3ccccc32)cc1
- TrxR1 inh = ?

CCN(CC)/[N+]([O-])=N/OCOC(=O)C(C)c1ccc2cc(OC(C)=O)ccc2c1 (stereo not given)
- TrxR1 inh = 22%

COc1cc2nc(N3CCCN(C)CC3)nc(NC3CCOCC3)c2cc1OC
- TrxR1 inh = -20%

O=C(C[n+]1ccccc1)c1cccc([N+](=O)[O-])c1
- TrxR1 inh = -16%

C=C1C=C(C(F)F)n2ncc(C(=O)Nc3ccc(N(CC)CC)cc3)c2N1
- TrxR1 inh = 4%

CN(C)C1CCC(CC2CCc3ccccc32)CC1 (stereo not given)
- TrxR1 inh = 12%

CC(=O)n1cc(C=O)c2ccccc21
- TrxR1 inh = 12%

O=Cc1ccc(CS)cc1
- TrxR1 inh = 17%[0.0914 µM]

OC(C[n+]1cccc(Br)c1)c1ccccc1 (stereo not given)
- TrxR1 inh = 5%

COc1cc(N(C)C)c(OC)cc1/C=C/c1ccnc2ccccc12
- TrxR1 inh = 22%[0.0914 µM]

The list is partial, so the mix of outcomes need not match the whole.
